EPAC2 ag: activates human EPAC2 exchange factor. Q8WZA2. Potency, µM (series often up to 154 µM), for inactives: at the top dose activation, hits mostly activators. EPAC2 activation, biochemical qHTS; response scale: 100% = 6.5 mM cAMP response. 360,000 tested, 0.079% active; note: nearly all actives have a fitted effect of over 50% in size
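Guanine nucleotide exchange by EPAC2 is measured as reduced fluorescence of BODIPY-GDP once it is released from 250 nM Rap1B. Plates are read kinetically for 30 min at room temperature; results are scaled to 6.5 mM cAMP.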
EPAC1 antag: blocks human EPAC1 exchange factor | Potency, µM (highest dose often 115 µM), inactives show top-dose activity change, negative = inhibition, most hits filed as inhibitors | EPAC1 GEF assay, Rap1b-BODIPY-GDP exchange fluorescence | 360,000 tested, 0.14% active;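 note: plate controls were vehicle for no effect and positive control for full effect; nearly all actives have a fitted effect of over 50% in size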
EPAC2 antag: EPAC2 (human) antagonism | EPAC2 GEF exchange of Rap1B-BODIPY-GDP, fluorescence | Potency, µM (series often up to 114 µM), without a hit: at the top dose activity, negative = inhibition, actives largely listed as inhibitors | 360,000 tested, 0.18% active; note: % is set by controls: 0 for no effect and ±100 for the full control effect; nearly all actives have a fitted effect of over 45% in size; many of its hits are not listed in these tables
TDP43 rescue: rescues yeast growth from TDP-43 toxicity; TDP-43 expressing yeast growth rescue, BacTiter-Glo, 24 h; Potency, µM (doses to about 46.1 µM), for inactives: at the top dose growth rescue (activation), most hits filed as activators; 410,000 tested, 1.8% active; AID 652104; note: % of control where 0% means no effect; nearly all actives have a fitted effect of over 50% in size
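Galactose-induced TDP-43 yeast, OD600=0.02, compound pinned; 24 hr, 30 deg C; BacTiter-Glo luminescence for growth. Inhibitors of TDP-43 toxicity read as activators.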
FUS yeast rescue: suppressors of FUS proteinopathy in yeast; S. cerevisiae FUS-expressing, growth rescue, OD600, 24 h; 390,000 tested, 0.24% active; Potency, µM (top dose mostly 76.6 µM), inactives show at the highest dose growth rescue (activation), hits mostly activators;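 note: plate controls were DMSO vehicle for no effect and reference control for full effect; nearly all actives have a fitted effect of over 55% in size; some results filed as inactive show a strong effect at the top dose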
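Read-out: OD at 600 nm after 24hr at 30C, reporting rescue of FUS-induced yeast toxicity. Cells at OD 0.005 in galactose (2%) minimal medium; compounds tested in a dilution series; CP55940 titration from 92uM final as control.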
EPAC1 ag: EPAC1 (human) agonism | EPAC1 agonist qHTS, biochemical assay; response scale: 100% = response to 6.5 mM cAMP | O95398 | 360,000 tested, 0.073% active | Potency, µM (titrated, usually from 154 µM), for the others: top-dose activation, usual class: activators; note: nearly all actives have a fitted effect of over 60% in size
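Nucleotide exchange by EPAC1 (100 nM) on Rap1B–BODIPY-GDP (250 nM) in the presence of 50 uM GDP is tracked fluorescently at 480/540 nm over 30 min. Signals are normalized to a 6.5 mM cAMP control.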
aSyn rescue: inhibitors of alpha-synuclein toxicity in yeast; Potency, µM (series often up to 46.1 µM), without a hit: at the top dose growth rescue (activation), actives largely listed as activators; 370,000 tested, 0.14% active; Yeast expressing alpha-synuclein, growth rescue, BacTiter-Glo, 24 h; note: % of control where 0% means no effect; nearly all actives have a fitted effect of over 65% in size
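Screening used galactose-induced yeast with toxic alpha-synuclein levels, exposed to compound for 24 hr at 30 deg C. Cell growth, read with BacTiter-Glo luminescence, gave the measured signal.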
PTHR1 ag: PTHR1 (human) receptor agonism; HEK293 GP2 PTHR1 cells, GloSensor cAMP luminescence, 1 h; Q03431; Potency, µM (titrated, usually from 115 µM), for the others: at the top dose activation, most hits filed as activators; 410,000 tested, 0.075% active; note: nearly all actives have a fitted effect of over 55% in size; some results filed as inactive show a strong effect at the top dose; inactives centre near -15; many of its hits are not listed in these tables
Target sequence (Q03431 whole entry, looked up): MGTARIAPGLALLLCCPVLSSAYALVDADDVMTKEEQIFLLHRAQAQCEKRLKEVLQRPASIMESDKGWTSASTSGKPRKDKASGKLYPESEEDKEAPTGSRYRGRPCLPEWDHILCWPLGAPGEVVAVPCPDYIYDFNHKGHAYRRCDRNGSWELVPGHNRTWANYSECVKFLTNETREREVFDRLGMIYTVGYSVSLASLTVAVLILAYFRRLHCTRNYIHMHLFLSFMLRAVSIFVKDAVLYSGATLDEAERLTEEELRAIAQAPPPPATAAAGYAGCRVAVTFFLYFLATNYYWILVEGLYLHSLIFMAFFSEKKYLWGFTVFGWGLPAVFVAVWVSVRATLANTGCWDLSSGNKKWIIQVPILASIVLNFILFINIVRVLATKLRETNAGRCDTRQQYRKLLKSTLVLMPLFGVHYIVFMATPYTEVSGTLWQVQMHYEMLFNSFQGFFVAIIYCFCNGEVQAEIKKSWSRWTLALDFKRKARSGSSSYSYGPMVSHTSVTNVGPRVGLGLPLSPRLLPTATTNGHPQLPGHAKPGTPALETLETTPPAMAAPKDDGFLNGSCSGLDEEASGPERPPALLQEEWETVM
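HEK-293-derived GP2 cells expressing PTHR1 and a GloSensor cAMP reporter, 3,000/well, plated overnight, given luciferin plus IBMX (each 0.5 mM as added) for 1 h at 37 °C, then compound for 1 h at 37 °C. Luminescence was read after 15 min at room temperature.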
The depositor's hits bear a star; i = inactive; ? = inconclusive; nt = not tested or not shown; [ ] = dose if it differs, or a comment. Calls come from the whole dose curve; as a rule, active = well fitted curve in the direction sought with a large enough effect; inconclusive = small, poorly fitted or top-dose-only effect, or another doubt; inactive = no such curve, though single readings can be large; an effect the other way counts as inactive or inconclusive. Potency is the fitted concentration of half-maximal effect. These rows are one share of the data (hit frequency here may not be typical).

Results follow in this order: EPAC2 ag, EPAC1 antag, EPAC2 antag, TDP43 rescue, FUS yeast rescue, EPAC1 ag, aSyn rescue, PTHR1 ag
Cn1cccc1C(C(=O)NC1CCCCC1)N(C(=O)Cc1cccs1)c1ccc2c(c1)OCO2 (centres undefined)
  -4.3%, 11.6%, 10.7%, -20.3%, -7.1%, -4.7%, 5.5%, i
CN(C)c1ccc(/C=N/Nc2cc(N3CCOCC3)nc(N3CCOCC3)n2)cc1
  -1.1%, -20.9%, 4.5%, 4.5%, 4.0%, 4.3%, -1.1%, i
Nc1ccc(C(=O)OCc2nc3c(ccc4ccccc43)[nH]2)cc1
  17.7%, 1.1%, -14.5%, -19.7%, ?, 10.9%, 7.9%, -11.6%[57.5 µM]
CC(=O)Nc1ccc(C(=O)NNC(=O)c2ccc(Cl)cc2Cl)cc1
  9.5%, 13.0%, 3.2%, 9.8%, -17.6%, 15.7%, 5.8%, -10.4%
Cc1nc(C(=O)Nc2cc(Cl)ccc2Cl)nn1-c1cc(OC(C)C)c(Cl)cc1Cl
  -6.8%, -2.1%, -9.5%[57.1 µM], 10.3%, -6.5%, 9.8%, 5.0%, i
CCC(=O)N1CCN(c2ccc(NC(=O)c3ccccc3)cc2)CC1
  1.9%, -3.8%, 13.9%, -3.5%, -13.1%, -1.6%, -4.1%, 17.5%
CC(C)NC(=O)COc1ccc2c(c1)C(=O)CC(C)(C)O2
  8.4%, -18.6%, 5.7%, 5.9%, -21.8%, 2.6%, -8.9%, i
CN(CC(=O)NC(=O)NCc1ccccc1)CC(=O)Nc1ccc(Cl)c(Cl)c1
  5.9%, -14.3%, -5.0%, 24.9%, ?, -8.1%, 8.5%, -1.2%
O=C(NC1(Cc2ccccc2)CCN(CCc2cccs2)C1=O)c1ccccc1 (centres undefined)
  10.5%, -19.4%, -2.4%, 0.0%, 7.5%, -3.7%, -0.2%, -24.9%
CC(=O)N1CCN(S(=O)(=O)c2cccc(C(=O)NCc3ccc(F)cc3)c2)CC1
  2.3%, -18.5%, 1.1%, -5.0%, -6.1%, 3.7%, -9.3%, i
COc1ccc(NC(=O)CN(C)S(=O)(=O)c2ccc3c(c2)n(C)c(=O)c(=O)n3C)cc1
  6.5%, -0.2%, -0.5%, -12.1%, 15.4%, -4.2%, 0.4%, -9.3%
COc1cc(C=Nc2cccc(C)c2)c(O)c([N+](=O)[O-])c1
  8.4%, -13.9%, -0.2%, -21.4%, 6.9%, -4.1%, ?, i
CC(O)CNc1nc2ccccc2n1CC(=O)NC12CC3CC(CC(C3)C1)C2 (centres undefined)
  -6.4%, 13.6%, -5.1%, -17.5%, 18.2%, 5.6%, -2.5%, -22.5%
O=C(c1ccc(F)cc1)N1CCOCC1
  1.7%, 2.3%, -6.6%, 8.8%, -36.7%, -5.3%, 1.0%, -22.2%
Cc1ccc2nc(NCCCO)[nH]c2c1
  13.2%, -3.4%, -5.3%, 9.8%, 6.3%, -0.4%, -6.4%, i
O=C(NCCO)C(=O)c1c(-c2ccccc2)cc2ccccn12
  -1.3%, 10.9%, 17.8%, -12.6%, 18.0%, -8.5%, -0.1%, ?
CC(C)NC(=O)C(=O)NCCCN1CCOCC1
  5.7%, -10.1%, 4.6%, 6.9%, 10.2%, 6.3%, 2.4%, -16.5%
Cc1cc(C)cc(N)c1
  1.8%, -6.4%, -7.3%, 19.7%, -44.1%, -20.1%, -8.0%, i
O=C(OCCOc1ccc(Cl)cc1)c1cc(S(=O)(=O)N2CCCCC2)ccc1N1CCOCC1
  11.5%, -11.2%, 8.3%, 11.9%, 38.0%, 17.0%, -0.3%, -31.5%[inhibitor]
Cc1ccc(C2CC2c2n[nH]c(=S)n2-c2cccc(C)c2)cc1 (centres undefined)
  8.4%, -25.2%, -12.7%, ?, -7.8%, -0.8%, 6.2%, -65.2%[inhibitor]
CCN(Cc1cc2ccccc2[nH]c1=O)S(=O)(=O)c1ccc(OC)cc1
  3.4%, 6.1%, -4.6%, 9.5%, -1.3%, 0.4%, 4.0%, -27.1%
Oc1ccccc1CNn1cnnc1
  -2.7%, 13.2%, -0.6%, -11.8%, -29.7%, 6.9%, -11.0%, i
COc1cc(-c2noc(C)c2C(=O)NCCc2c[nH]c3ccccc23)cc(OC)c1OC
  11.5%, -10.7%, 4.2%, 0.0%, 15.7%, 2.2%, -1.6%, -8.6%
CCOC(=O)CCCCC(=O)c1[nH]c(=O)[nH]c1CSc1nc(-c2ccccc2)c(C#N)c(=O)[nH]1
  2.9%, 1.0%, -0.8%, -10.6%, 14.2%, 1.0%, 9.7%, 4.5%[57.5 µM]
Cc1cc(C)cc(NC(=O)Nc2cccnc2)c1
  7.2%, -7.2%, -10.9%, -12.8%, 16.5%, 6.2%, 1.0%, i
O=C(C1=C[C@@H](c2ccc(Br)cc2)C[C@@H](OCCCCO)O1)N1CCN(Cc2ccccc2)CC1
  8.9%, -7.2%, 7.9%, -6.4%, 13.7%, 3.5%, 1.4%, -94.0%[inhibitor]
O=C(OCc1cnc(Cl)s1)c1cccs1
  1.3%, 7.5%, 1.4%, -11.0%[0.397 µM], -5.4%, -6.0%, 3.2%, i
Cc1ccc(S(=O)(=O)N2CCN(C(=O)C3CCN(C(=O)c4ccccc4C)CC3)CC2)cc1C
  4.2%, -16.6%, 3.0%, -4.6%, 19.9%, 3.5%, 3.4%, -31.4%[inhibitor]
CCOC(=O)[C@H](CCc1ccccc1)N[C@@H](C)C(=O)N1CCC[C@@H]1C(=O)O
  4.8%, -1.4%, 8.8%, 0.0%, -28.4%, 8.4%, 0.0%, -23.8%
COc1ccc2ccccc2c1/C=N/NC(=O)c1ccc([N+](=O)[O-])cc1
  -0.8%, 5.3%, 12.3%, 12.8%, -0.2%, -2.3%, -0.2%, i

Additional compounds
Results follow in this order: EPAC2 ag, EPAC1 antag, EPAC2 antag, TDP43 rescue, FUS yeast rescue, EPAC1 ag, aSyn rescue, PTHR1 ag
COc1ccc(CN2CCC(C(=O)c3ccc(Cl)cc3)CC2)cc1
  -1.5%, -0.9%, 1.3%, -31.6%[inhibitor], 20.5%, -2.5%, 2.8%, i
O=C(Nc1ccc(-c2nc3ccccc3[nH]2)cc1)c1c(F)c(F)c(F)c(F)c1F
  -14.7%, -12.8%, -9.3%, -18.1%, 25.1%, -7.9%, 3.0%, i
CCOc1ccccc1N1CCN(Cc2ccc(Br)s2)CC1
  9.0%, -12.8%, 1.2%, 22.3%, -5.3%, 14.6%, 1.7%, -30.3%[inhibitor]
O=C1NC[C@@H](CCCCN2C[C@H](Cc3ccccc3)N(CCC3CCCCC3)C(=O)C2=O)N(Cc2ccccc2)C1=O
  7.2%, -4.7%, -28.7%, 0.1%, 40.9%, -0.7%, -12.2%, -13.8%
O=C(COC(=O)/C=C/c1ccc([N+](=O)[O-])cc1)NCc1ccco1
  11.2%, -5.7%, 0.7%, 1.9%, -28.4%, 1.6%, -1.9%, i
CCOC(=O)c1ccc(N2C(=O)[C@@H](c3ccccc3)[C@H]2c2ccccc2)cc1
  12.3%, 0.6%, -19.0%, 5.0%, 44.9%, -5.2%, 0.1%, -10.8%
CCOC(=O)c1ccc(NC(=O)Nc2ccn(C)n2)cc1
  2.7%, -0.1%, -15.5%, 5.3%, 6.4%, 1.5%, -11.4%, 15.1%[57.5 µM]
CNC(=S)NNC(=O)c1ccccc1F
  7.4%, 2.6%, -3.0%, -20.2%, -4.2%, -0.2%, -0.9%, -10.3%
CCOc1c2ccoc2nc2c(OC)c(OC)ccc12
  3.8%, -10.1%, -6.2%, 20.8%, -19.9%, -4.7%, -4.1%, -33.6%[inhibitor]
COc1cccc(CN2CCN(c3nc4nonc4nc3NC3CC3)CC2)c1
  5.6%, 11.8%, 2.8%, -12.9%, 11.0%, 10.3%, 2.1%, i
COc1ccccc1CC(=O)Nc1cccc(S(=O)(=O)N2CCOCC2)c1
  11.2%, -12.3%, -2.6%, -4.2%, 26.7%, -3.8%, -6.4%, 3.5%
Cc1ccc(-n2c(COc3cccc(C)c3)n[nH]c2=S)cc1
  1.5%, -13.2%, -5.8%, 14.4%, -4.8%, -9.0%, -4.4%, -90.8%[inhibitor]
COc1ccc(-c2ccc(C(=O)C3CC3)cc2)cc1
  5.5%, -28.1%, -3.5%, 2.4%, -8.3%, 17.3%, -3.9%, -2.6%
Cc1ncc(COCc2ccccc2)c(CO)c1OCc1ccccc1
  0.9%, 5.0%, 4.1%, 0.0%, nt, 3.9%, 0.9%, i
CCCNC(=S)Nc1cccc(C(F)(F)F)c1
  6.3%, -5.4%, -2.1%, -14.7%, 0.0%, 2.4%, -2.5%, ?
O=C(NC1CCN(Cc2ccccc2)C1)c1cccc(S(=O)(=O)N2CCOCC2)c1 (centres undefined)
  -5.3%, 2.7%, -1.9%, 15.3%, 1.9%, -4.2%, -3.2%, i
CCOc1ccc(OCC(=O)Nc2cccc(S(=O)(=O)NC3=NCCC3)c2)cc1
  9.2%, -15.7%, 1.3%, -0.3%, 3.9%, -14.1%, -0.2%, i
O=C(c1cc(N2C(=O)C3C4CCC(C4)C3C2=O)ccc1Cl)N1CCN(c2ccccc2)CC1 (centres undefined)
  11.2%, -14.6%, -1.8%, 8.1%, nt, 2.3%, 11.6%, -21.5%
O=C(NC1CCCCCC1)C1c2ccccc2C(=O)N1C1CC1 (centres undefined)
  4.1%, 8.7%, 4.6%, -15.5%, 9.5%, 4.0%, -7.3%, i
COc1cccc(NC(=O)CN(C)C(=O)c2cccc(S(=O)(=O)N3CC4(C)CC3CC(C)(C)C4)c2)c1 (centres undefined)
  1.5%, ?, 4.3%, 17.5%, 8.1%, -11.7%, -10.4%, i
COc1ccc(C[C@H]2CN3C(=NC[C@@H]3Cc3ccc(O)cc3)N2C[C@H](C)NC(=O)CCC2CCCCC2)cc1
  0.5%, 12.1%, -4.0%, -1.5%, 13.0%, -15.6%, -2.9%, i
Cc1cc(C(=O)OCC(=O)N2CCOCC2)c(C)n1-c1ccccc1
  -2.8%, -14.8%, 5.3%, 9.6%, -7.5%, -2.0%, 11.3%, ?
CC(=O)Nc1cccc(-c2csc(Nc3cc(C)ccn3)n2)c1
  17.3%, 7.0%, -4.2%, -3.0%, 9.0%, 13.2%, -19.9%, -24.1%[57.5 µM]
NC(=O)CC(NC(=O)Cc1cccc2ccccc12)c1ccc(NCc2ccc(F)c(F)c2)c([N+](=O)[O-])c1 (centres undefined)
  -4.2%, -19.3%, 6.4%, -8.1%, 5.4%, -10.4%, -1.8%, i
Cc1c(N2CCCC2)cc2c(c1NC(=O)c1ccccc1Cl)C(C)(C)CC2(C)C
  10.5%, -16.0%, 5.2%, -7.9%, 0.9%, 2.3%, -4.2%, -2.3%

Compound activity: PubChem, National Center for Advancing Translational Sciences (NCATS)
